Spn DPM-DC inh: S. pneumoniae DPM-DC inhibition. hit rate 0.49% among 65,000. calls only at 10 µM. AID 556. purified DPM-DC, PK/LDH coupled NADH fluorescence;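 active = the 320 compounds with the highest percent inhibition in the single-dose primary screen, excluding strongly autofluorescent ones, cut at about 32% in these data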;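 note: kinetic rate of NADH fluorescence loss reporting ADP formed by the decarboxylase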
HPDE-C7K KRASV12: viability loss of HPDE-C7K cells – cell-based, fluorescence, HTS, primary screen (AID 431); cytotoxicity, % at 10 µM, or EC50 in µM where a hit was titrated; hit rate 1.7% among 63,000; HPDE-C7K KRASV12 cells, Alamar Blue viability, 48 h; higher % means a stronger effect;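 active = compounds whose percent cytotoxicity in the single-dose primary screen, scaled between solvent and toxic-drug controls, exceeds 50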;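 note: 0% = DMSO solvent wells and 100% = doxorubicin-treated wells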
HPDE-C7 viability: HPDE-C7 pancreatic duct cell viability loss – fluorescence, HTS (AID 430) | HPDE-C7 pancreatic duct cells viability, fluorescence; higher % means a stronger effect | cytotoxicity, % at 10 µM; hits with a dose series show EC50 in µM | hit rate 1.8% among 63,000;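 note: cells exposed to compound for 48 hours before viability readout; 0% = vehicle and 100% = reference cytotoxic drug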
HT1080 viability: cytotoxicity in HT1080 fibrosarcoma cells, cell-based, fluorescence readout (AID 620). HT1080 viability, fluorescence; higher % means a stronger effect. one-dose cytotoxicity, % at 10 µM; EC50 in µM for titrated hits. hit rate 0.42% among 87,000;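 note: cells exposed to compound overnight then 4 h with Alamar Blue; 0% = vehicle DMSO and 100% = killing control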
PMK inhibit: blocks S. pneumoniae phosphomevalonate kinase; inhibition, % at 10 µM; purified PMK, PK/LDH-coupled NADH absorbance 340 nm; hit rate 0.49% among 65,000;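 active = top-ranked compounds by inhibition in the single 10 µM screen, taking a fixed number of the strongest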;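 note: 0% = full reaction with DMSO carrier and 100% = background rate without enzyme reaction; no value below 0 was filed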
MK inhibit: S. pneumoniae mevalonate kinase inhibition. hit rate 0.48% among 65,000. inhibition, % at 10 µM. AID 555. purified MK, PK/LDH-coupled NADH absorbance 340 nm;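 active = ranked among the strongest by inhibition in the single 10 µM screen, a fixed top-ranked set picked for dose follow-up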; note: no value below 0 was filed
TNAP inhibition: inhibition of tissue-nonspecific alkaline phosphatase – biochemical, luminescent (AID 518); purified TNAP enzyme, luminescent substrate readout; higher % means a stronger effect; hit rate 0.09% among 64,000; inhibition, % at 20 µM, or IC50 in µM where a hit was titrated; in the data active = a potency from the dose series; inactive = the rest, 99 in 100 with inhibition below about 22%;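 note: plate controls were vehicle for no effect and reference inhibitor for full effect; many of its hits are not listed in these tables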
LYP phosphatase: inhibition of human PTPN22 tyrosine phosphatase – biochemical, DiFMUP fluorescence, recombinant catalytic domain, 10 µM, primary screen (AID 606); inhibition, % at 10 µM, or IC50 in µM where a hit was titrated; recombinant LYP catalytic domain, DiFMUP fluorescence; higher % means a stronger effect; 52,000 tested, under 10 active;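 active = IC50 under 40 µM in the dose-response test; inactive = IC50 of 40 µM or more, or never dose-tested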
Bfl-1 displacement: Bfl-1 inhibitors, primary screen, biochemical, fluorescence polarization, FITC-Bid, mouse (AID 432); FITC-Bid BH3 peptide fluorescence polarization displacement; higher % means a stronger effect; one-dose displacement, % at 20 µM; IC50 in µM for titrated hits; hit rate 0.02% among 64,000; in the data active = a potency from the dose series; inactive = the rest, 99 in 100 with displacement below about 15%; note: strong numbers were not always called active
PMK inhibit pilot replicates: second read-out of PMK inhibit, no call of its own (marks repeat the call); inhibition, %; measured here: pilot screen replicates
MK inhibit pilot replicates: also measured in MK inhibit; calls as there; inhibition, %; measured here: pilot screen replicates
Spn DPM-DC inh pilot screen %: also measured in Spn DPM-DC inh; calls as there; inhibition, %; measured here: pilot screen trials
* = called active by the depositor; i = inactive; nt = no result given. Cut-off read from the data, not from the text of the source, unless noted: active = cytotoxicity above about 50%; inactive = the rest. Not a hit list. Share with any hit: about 3.5%.

SMILES | Spn DPM-DC inh | HPDE-C7K KRASV12 | HPDE-C7 viability | HT1080 viability | PMK inhibit | MK inhibit | TNAP inhibition | LYP phosphatase | Bfl-1 displacement | others
O=C(CN1CCOCC1)Nc1ccc(C2CCCCC2)cc1 | i | -18% | -20% | 11% | 10 | 11 | 9% | -9% | -15%
Cc1cc(Nc2nc3c(c(=O)n(C)c(=O)n3C)n2C)n(-c2ccccc2)n1 | i | -10% | -9% | nt | 21 | 0 | 1% | nt | -3%
Cc1cc(C)c2c(n1)nn1c(N3CCN(c4ccccn4)CC3)cc(C)nc21 | i | 15% | 4% | -11% | 10 | 9 | 3% | -1% | 2%
CCOC(=O)C1=C(C)N=c2s/c(=C\c3ccncc3)c(=O)n2C1c1ccc2c(c1)OCO2 (configuration not stated) | i | 11µM* | 16µM* | 2% | 5 | 6 | 12% | 6% | -2%
c1csc(-c2cnc3ccccc3n2)c1 | nt | 4% | 6% | 7% | 7 | 2 | 6% | 0% | -4%
OC(COc1c(F)cc(Br)cc1F)CN1CCN(c2ccc(F)cc2)CC1 (configuration not stated) | i | 7% | 5% | -2% | 13 | 6 | 7% | 6% | 0%
COC(=O)CCc1c(C)[nH]c(C(=O)OCc2ccccc2)c1C | i | 0% | 3% | -10% | 0 | 3 | 16% | -4% | 1%
CCN1CCN(C(=O)Cn2c(=O)sc3ccccc32)CC1 | i | 9% | 6% | 1% | 8 | 4 | 5% | -12% | 1%
Nc1nc(-c2ccccc2Br)cs1 | i | 16% | 12% | 8% | 8 | 5 | 6% | 11% | -2% | PMK inhibit pilot replicates=5.0;MK inhibit pilot replicates=0.5;Spn DPM-DC inh pilot screen %=0.0
Cn1ccnc1SCC(=O)Nc1cccc2ccccc12 | i | 10% | 2% | 14% | 14 | 10 | 16% | -2% | 2%
O=C(NC1CCCC1)C1C2C=CC3(CN(Cc4cccs4)C(=O)C13)O2 (configuration not stated) | i | 4% | -2% | 3% | 1 | 4 | 3% | nt | -3%
O=C(COC(=O)C12CC3CC(CC(O)(C3)C1)C2)NC(=O)NCc1ccco1 | i | -25% | -16% | 12% | 0 | 2 | -1% | nt | 1%
NC(=O)c1ccccc1NS(=O)(=O)Cc1ccccc1 | nt | 11% | 4% | 5% | 10 | 3 | 12% | -10% | -1%
CS(=O)(=O)Nc1ccccc1C(=O)N1CCOCC1 | i | -6% | 6% | -2% | 12 | 10 | 17% | 12% | -7%
CN(C)CCCN1C(=O)C(=O)/C(=C(/O)c2ccc3c(c2)OCCO3)C1c1ccco1 (configuration not stated) | i | -9% | -1% | -4% | 22 | 11 | 3% | 4% | 4%
Cc1cc(C)c(S(=O)(=O)NCc2cn3c(C)csc3n2)c(C)c1 | i | 3% | -4% | -6% | 6 | 4 | 13% | nt | 3%
CC(=O)c1cccc(N(C(=O)c2ccco2)C(C(=O)NC2CCCC2)c2ccncc2)c1 (configuration not stated) | i | 0% | -3% | -16% | 18 | 7 | 4% | nt | -2%
COC(=O)c1ccccc1NC(NC(=O)c1ccco1)C(=O)c1ccc(C)cc1 (configuration not stated) | i | 11% | 11% | -5% | 13 | 6 | 7% | 1% | -6%
CCC(=O)c1ccc(OCC(O)Cn2cnc3ccccc32)cc1 (configuration not stated) | i | -10% | -11% | 2% | 6 | 0 | 19% | 4% | -1%
CC(=O)NC(C)c1nc2ccccc2n1C(C)C (configuration not stated) | i | -7% | 6% | 4% | 0 | 2 | 14% | 6% | -2% | PMK inhibit pilot replicates=5.0;MK inhibit pilot replicates=1.0;Spn DPM-DC inh pilot screen %=0.0

Structures shown so far containing a thiophene ring, fused or not, in the order listed:
SMILES | Spn DPM-DC inh | HPDE-C7K KRASV12 | HPDE-C7 viability | HT1080 viability | PMK inhibit | MK inhibit | TNAP inhibition | LYP phosphatase | Bfl-1 displacement | others
c1csc(-c2cnc3ccccc3n2)c1 | nt | 4% | 6% | 7% | 7 | 2 | 6% | 0% | -4%
O=C(NC1CCCC1)C1C2C=CC3(CN(Cc4cccs4)C(=O)C13)O2 (configuration not stated) | i | 4% | -2% | 3% | 1 | 4 | 3% | nt | -3%

Grouped by structure, the compounds so far containing a halogen.
SMILES | Spn DPM-DC inh | HPDE-C7K KRASV12 | HPDE-C7 viability | HT1080 viability | PMK inhibit | MK inhibit | TNAP inhibition | LYP phosphatase | Bfl-1 displacement | others
OC(COc1c(F)cc(Br)cc1F)CN1CCN(c2ccc(F)cc2)CC1 (configuration not stated) | i | 7% | 5% | -2% | 13 | 6 | 7% | 6% | 0%
Nc1nc(-c2ccccc2Br)cs1 | i | 16% | 12% | 8% | 8 | 5 | 6% | 11% | -2% | PMK inhibit pilot replicates=5.0;MK inhibit pilot replicates=0.5;Spn DPM-DC inh pilot screen %=0.0

Reprinted at random: five entries already listed.
SMILES | Spn DPM-DC inh | HPDE-C7K KRASV12 | HPDE-C7 viability | HT1080 viability | PMK inhibit | MK inhibit | TNAP inhibition | LYP phosphatase | Bfl-1 displacement | others
CS(=O)(=O)Nc1ccccc1C(=O)N1CCOCC1 | i | -6% | 6% | -2% | 12 | 10 | 17% | 12% | -7%
CN(C)CCCN1C(=O)C(=O)/C(=C(/O)c2ccc3c(c2)OCCO3)C1c1ccco1 (configuration not stated) | i | -9% | -1% | -4% | 22 | 11 | 3% | 4% | 4%
O=C(COC(=O)C12CC3CC(CC(O)(C3)C1)C2)NC(=O)NCc1ccco1 | i | -25% | -16% | 12% | 0 | 2 | -1% | nt | 1%
O=C(NC1CCCC1)C1C2C=CC3(CN(Cc4cccs4)C(=O)C13)O2 (configuration not stated) | i | 4% | -2% | 3% | 1 | 4 | 3% | nt | -3%
CCC(=O)c1ccc(OCC(O)Cn2cnc3ccccc32)cc1 (configuration not stated) | i | -10% | -11% | 2% | 6 | 0 | 19% | 4% | -1%

More results
SMILES | Spn DPM-DC inh | HPDE-C7K KRASV12 | HPDE-C7 viability | HT1080 viability | PMK inhibit | MK inhibit | TNAP inhibition | LYP phosphatase | Bfl-1 displacement | others
O=C1OC2(CCCCC2)OC(=O)C1=CNc1nccs1 | i | -3% | 5% | -8% | 0 | 6 | -8% | 8% | -4%
CCN(CC)CCN1C(=O)C(=O)/C(=C(/O)c2c(C)[nH]c(C(=O)OC)c2C)C1c1cccc(OC)c1 (configuration not stated) | i | 9% | 12% | -3% | 11 | 0 | 10% | 10% | -5%
O=C(CN1CCN(Cc2ccc3c(c2)OCO3)CC1)Nc1ccc2c(c1)OCCO2 | i | 12% | 5% | 14% | 19 | 4 | 8% | 23% | 1% | PMK inhibit pilot replicates=0.0;MK inhibit pilot replicates=0.0;Spn DPM-DC inh pilot screen %=0.0
Cc1ccc(S(=O)(=O)N(CCO)Cc2cc3ccc(C)c(C)c3[nH]c2=O)cc1 | i | 2% | 6% | -12% | 10 | 2 | 2% | 5% | 3%
Cc1c(C(=O)Nc2ccccc2N2CCOCC2)sc2nc3n(c(=O)c12)CCC3 | i | 9% | -1% | 5% | 0 | 10 | 0% | 8% | -4%
CCCCc1ccc(Nc2nc(CCC)cc(=O)[nH]2)cc1 | i | 6.8µM* | 11µM* | 3% | 7 | 6 | 9% | 7% | 0%
COC(=O)c1c(C)[nH]c(C)c1-c1ccccc1Cl | i | -23% | -16% | 7% | 10 | 2 | -1% | nt | -1%
CCc1c(C)c2ccc(OCC(N)=O)cc2oc1=O | nt | -24% | -11% | 6% | 0 | 1 | 7% | -14% | -2%
CCc1ccc(C2C3=C(CC(C)(C)CC3=O)Nc3c2c(=O)[nH]c2nc(C)nn32)cc1 (configuration not stated) | nt | -9% | -2% | 5% | 0 | 0 | 16% | nt | 6%
COc1ccc(-c2nc(CSCC(=O)N3CCN(c4cccc(C)c4)C(C)C3)c(C)o2)cc1OC (configuration not stated) | i | 23% | 8% | nt | 3 | 0 | 18% | nt | -9% | PMK inhibit pilot replicates=7.0;MK inhibit pilot replicates=0.0;Spn DPM-DC inh pilot screen %=0.0
COc1cc2c(cc1OC)C(C(=O)O)C(c1cc(Br)c(O)c(OC)c1)N(C)C2=O (configuration not stated) | i | 2% | 4% | 4% | 9 | nt | 8% | nt | -1%
CC(C)(C)n1nnnc1CN1C2CCC1CC(NC(=O)Nc1ccccc1)C2 (configuration not stated) | i | -4% | 10% | -8% | 19 | 10 | 1% | 9% | 1%
COc1ccc(OC)c(NS(=O)(=O)c2ccc(SC)cc2)c1 | i | 30% | 36% | 14% | 3 | 7 | 5% | 20% | -11%
CCOC(=O)c1[nH]c(=O)[nH]c1CSc1nc(C)cc(C)n1 | i | -8% | 5% | -12% | 0 | 5 | 10% | nt | 8%
Cc1cccc(C(=O)Nc2ccc(CC(=O)O)cc2)c1 | i | -9% | 2% | 9% | 2 | 6 | 8% | -3% | 0%
CC(C)CCSc1nc2c(c(=O)[nH]c(=O)n2C)n1CCc1ccccc1 | i | nt | nt | 4% | 23 | 9 | nt | -4% | nt
Cc1cccc(N(C)S(=O)(=O)c2ccc3[nH]c(=O)c(=O)[nH]c3c2)c1 | i | 1% | -10% | 2% | 15 | 0 | 9% | 5% | -12%
CCOC(=O)C1=C(Nc2ccccc2)OCC1=O | i | -7% | -28% | -5% | 3 | 0 | 15% | 10% | 3%
CCOC(=O)C1=C(C)NC(SCc2cc(=O)[nH][nH]2)=C(C#N)C1c1cccs1 (configuration not stated) | i | 42% | 37% | -8% | 4 | 7 | -5% | 10% | -4%
O=C(CCS(=O)(=O)c1ccc(Br)cc1)N1CCN(c2ccccc2F)CC1 | i | -14% | -5% | -12% | 5 | 2 | 13% | 6% | -5%
Cc1cc(NC(=O)C2CC=CCC2C(=O)O)no1 (configuration not stated) | i | -5% | -10% | 0% | 7 | 7 | 3% | 10% | -10%
CCOc1ccccc1NC(=O)C1CCCN1C(=O)OCc1ccccc1 (configuration not stated) | i | 20% | 9% | 2% | 13 | 10 | 16% | 1% | 3% | PMK inhibit pilot replicates=1.5;MK inhibit pilot replicates=1.5;Spn DPM-DC inh pilot screen %=0.0
CC(=O)NC1(c2cccc(F)c2)CCN(CC(=O)NC2CCCCC2)CC1 | i | nt | nt | -5% | 6 | 0 | 10% | nt | 3%
Cn1c(-n2c(CCCN3C(=O)c4ccccc4C3=O)nc3ccccc3c2=O)nc2ccccc21 | i | 6% | 10% | -2% | 11 | 4 | 11% | -2% | -6%
CCN1C(=O)c2ccccc2S(=O)c2ccc(C(=O)N3CCCC3)cc21 (configuration not stated) | i | 3% | -5% | -5% | 2 | 1 | 2% | 7% | 1%
Cc1nc(N2CCN(Cc3ccc4c(c3)OCO4)CC2)nc2c1C(=O)CC(c1ccco1)C2 (configuration not stated) | i | -8% | -26% | -12% | 9 | 10 | 3% | 14% | -5%
CCOc1ccc(S(=O)(=O)N(C)C)cc1-c1nc2c(C(C)(C)C)nn(C)c2c(=O)[nH]1 | i | 0% | -10% | 11% | 0 | 8 | 9% | 22% | -4% | PMK inhibit pilot replicates=3.5;MK inhibit pilot replicates=0.0;Spn DPM-DC inh pilot screen %=2.0
CCOn1c(=O)c(-c2cc3ccccc3o2)[n+]([O-])c2ccccc21 | i | 4% | 0% | -2% | 1 | 3 | 13% | 7% | 9%
